FEN1 inhibitor: blocks human flap endonuclease 1; P39748; Recombinant FEN1 flap cleavage, fluorescence, 15 min; Potency, µM (series often up to 114 µM), inactives show at the top dose activity change, negative = inhibition, actives largely listed as inhibitors; 0.35% of 390,000 active; further: nearly all actives have a fitted effect of over 65% in size
Target sequence (P39748 whole entry, looked up): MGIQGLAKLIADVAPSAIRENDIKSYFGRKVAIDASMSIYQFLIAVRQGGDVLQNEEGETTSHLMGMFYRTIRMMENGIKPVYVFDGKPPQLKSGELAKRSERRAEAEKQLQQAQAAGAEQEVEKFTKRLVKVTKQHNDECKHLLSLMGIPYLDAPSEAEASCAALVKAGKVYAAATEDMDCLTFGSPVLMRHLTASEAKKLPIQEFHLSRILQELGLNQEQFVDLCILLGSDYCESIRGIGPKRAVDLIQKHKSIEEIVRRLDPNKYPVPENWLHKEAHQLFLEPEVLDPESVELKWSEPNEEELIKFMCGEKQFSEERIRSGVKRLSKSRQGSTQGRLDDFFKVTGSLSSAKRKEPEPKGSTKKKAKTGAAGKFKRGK
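Read-out was taken twice, immediately and after 15 min, following addition of 50 nM substrate to 10 nM FEN1 that had sat with test compound for 15 min at room temperature. Curves came from a four-parameter Hill model.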
TDP1 block: TDP1 (human) enzyme inhibition; Potency, µM (titrated, usually from 130 µM), for inactives: at the top dose activity change, negative = inhibition, usual class: inhibitors; recombinant TDP1, AlphaScreen DNA substrate cleavage; Q9NUW8; 0.28% of 350,000 active; AID 485290; further: nearly all actives have a fitted effect of over 40% in size
Target sequence (Q9NUW8 whole entry, looked up): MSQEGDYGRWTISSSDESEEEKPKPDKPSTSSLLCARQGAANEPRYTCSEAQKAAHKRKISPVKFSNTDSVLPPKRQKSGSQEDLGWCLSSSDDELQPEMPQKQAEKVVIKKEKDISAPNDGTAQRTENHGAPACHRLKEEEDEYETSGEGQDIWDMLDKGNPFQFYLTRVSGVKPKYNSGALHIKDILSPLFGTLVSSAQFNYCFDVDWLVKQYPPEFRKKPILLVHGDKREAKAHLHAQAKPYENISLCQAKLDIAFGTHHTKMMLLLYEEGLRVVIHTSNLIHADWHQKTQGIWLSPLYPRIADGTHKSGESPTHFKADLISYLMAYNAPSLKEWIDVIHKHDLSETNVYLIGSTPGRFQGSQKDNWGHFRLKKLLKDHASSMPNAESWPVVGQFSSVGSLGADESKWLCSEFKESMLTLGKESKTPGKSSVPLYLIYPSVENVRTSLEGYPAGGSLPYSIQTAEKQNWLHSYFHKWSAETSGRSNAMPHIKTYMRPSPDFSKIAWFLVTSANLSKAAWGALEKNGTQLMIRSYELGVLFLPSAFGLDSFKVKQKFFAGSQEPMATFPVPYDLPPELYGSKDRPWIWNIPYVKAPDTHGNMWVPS
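Signal: AlphaScreen proximity between streptavidin donor and anti-FITC acceptor beads on intact substrate. Reaction: Tdp1 1 nM, substrate 15 nM final, 5 min RT after 15 min compound preincubation.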
N370S GC: N370S glucocerebrosidase modulation, Gaucher chaperone candidate; P04062; N370S GC spleen homogenate, 4MU-glucoside fluorescence; Potency, µM (top dose mostly 59.4 µM), without a hit: at the highest dose activity change, negative = inhibition, hits mostly inhibitors; 0.092% of 330,000 active; AID 2101;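 further: 0% = full enzyme activity and -100% = no enzyme basal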
The depositor's hits bear a star; ? = inconclusive; · = no result given; & = joins results of further samples; [ ] = remark or other dose. The call rests on the fitted dose curve; in most records, active means well fitted curve in the direction sought with a large enough effect; inconclusive means small, poorly fitted or top-dose-only effect, or another doubt; inactive means no such curve, though single readings can be large; an effect the other way counts as inactive or inconclusive. Unless noted, on the % scale 0 is the no-effect control and ±100 the full control effect; potency means the concentration at half of the fitted maximal effect.

Every second line gives: FEN1 inhibitor | TDP1 block | N370S GC
Cc1ccc(S(=O)(=O)N2CC3CCCN3c3ccc(C(F)(F)F)cc32)cc1 (stereo not given)
→ -7% | -3% | 29%
O=C(Nc1ccc2c(c1)OCO2)c1cnc2n(c1=O)CCS2
→ 12% | -2% | 8%
CCCCn1c(N)c(N(CC)C(=O)Cc2ccc(S(=O)(=O)N3CCOCC3)s2)c(=O)[nH]c1=O
→ 12% | · | -1%
COCCN(CC(=O)Nc1ccccc1C(F)(F)F)C(=O)/C=C/c1ccc2ccccc2n1
→ 7% | 2% | ·
CC1Sc2ccc(C(=O)NCc3ccccc3Cl)cc2NC1=O (stereo not given)
→ 13% | 1% | ·
Cc1c(C(=O)C(=O)NCc2ccco2)c2ccccc2n1C
→ 4% | 2% | 8%
CCC(C)n1c(SC(C)C#N)nc2ccccc2c1=O (stereo not given)
→ 7%&8% | 2% | 8%
CCOc1ccc(-n2nc3c(=S)[nH]nc(C)c3c2C)cc1
→ 8% | -5% | -21%
COc1ccc(CN2CCOCC2)cc1
→ -11% | 0% | -2%
COc1ccc(/C=N/NC(=O)c2nc(Cl)c(Cl)c(N)c2Cl)cc1COc1ccccc1F
→ 12% | -4% | 13%
COc1ccccc1NC(=O)NCC1CC1(Cl)Cl (stereo not given)
→ -16% | -7% | 4%
Cc1cccc(NC2=C(NCCO)C(=O)c3ccccc3C2=O)c1
→ 1% | 10% | 22%
O=C(C1CCN(S(=O)(=O)c2ccc(Cl)c(C(F)(F)F)c2)CC1)N1CCC1
→ 17% | 0% | ·
CC1CCC(C(C)C)C(OCC(O)C[N+]2(C)CCCCC2)C1 (stereo not given)
→ 1% | 4% | -1%
CCOC(=O)N1CCN(C(=O)COC(=O)CNC(=O)c2ccc(OCC)c(OCC)c2)CC1
→ 15% | -5% | 0%
CC(NC(=O)CCn1ccc2cc(S(=O)(=O)N3CCCC3)ccc21)c1ccccc1 (stereo not given)
→ 6% | 5% | 0%
CCNC(=S)N(CCN(CC)CC)Cc1cc2cc3c(cc2[nH]c1=O)OCCO3
→ -1% | · | ?
COc1ccc(-c2ccc(-c3nnn(CC(=O)N4CCOCC4)n3)cc2)cc1
→ -1% | 6% | -2%
Cn1c(N)c(C(=O)c2ccc(Oc3ccccc3)cc2)c(=O)n(C)c1=O
→ -6% | 2% | -22%
Cc1ccccc1-c1nnc(SCCOc2ccc3c(C)cc(=O)oc3c2)o1
→ -7% | 5% | 7%
COC(=O)N/N=C/c1cc(OC)c(O)c([N+](=O)[O-])c1
→ -17% | -3% | -7%
Cc1ccccc1-c1noc(-c2ccc(N3CCN(c4ccccc4)CC3)c([N+](=O)[O-])c2)n1
→ -7% | 11% | ·
CC(C)N(Cc1nc2ccccc2c(=O)[nH]1)C(=O)c1ccc(NC(=O)CSc2nnnn2C)cc1
→ -2% | 1% | ·
CCOC(=O)c1nn(-c2ccccc2C)c(=O)cc1OCC(=O)N1CCN(c2ccccc2)CC1
→ -9% | -2% | -2%
O=C(CNC(=O)c1ccc(Br)o1)Nc1cccc(S(=O)(=O)N2CCOCC2)c1
→ 6% | 0%[0.505 µM] | 0%
CC1CCCCC1NC(=O)CSc1nnc(-c2ccco2)n1C (stereo not given)
→ 1% | -2%[56.1 µM] | ·
C=CCn1c(COc2ccccc2)nnc1SCC(=O)C(C)(C)C
→ 1% | 3% | 2%
COc1ccc(C2(C(=O)Nc3nncs3)CCCC2)cc1
→ 29% | 4% | 5%
CCn1c(-c2ccccc2Cl)nn(CC(=O)Nc2ccccc2C)c1=S
→ -11% | 1% | 7%
COc1ccc(N(CC(=O)NCCc2ccc(S(N)(=O)=O)cc2)S(=O)(=O)c2c(C)noc2C)cc1
→ 11% | 4% | 4%

Compound profiles, as listed above.
CC(C)N(Cc1nc2ccccc2c(=O)[nH]1)C(=O)c1ccc(NC(=O)CSc2nnnn2C)cc1 reads FEN1 inhibitor: -2%; TDP1 block: 1%; N370S GC: ·
CCC(C)n1c(SC(C)C#N)nc2ccccc2c1=O (stereo not given) reads FEN1 inhibitor: 7%&8%; TDP1 block: 2%; N370S GC: 8%

The list goes on.
Every second line gives: FEN1 inhibitor | TDP1 block | N370S GC
CCOc1ccc2oc(=O)cc(CN3CCN(c4ccccc4)CC3)c2c1
→ -2% | 0% | ·
CCN(CC)c1ccc(/C=N/NS(=O)(=O)c2ccc(CNC(C)=O)cc2)cc1
→ -1% | 2% | -13%
c1csc(-c2nc(N3CCOCC3)c3ccccc3n2)c1
→ -12% | · | ?
Cc1ccc(Nc2nc(C(=O)NCC3CCCO3)cs2)cc1 (stereo not given)
→ 12% | -1% | -1%
Cc1c(C(c2ccccc2Br)c2c(C)n(C)n(-c3ccccc3)c2=O)c(=O)n(-c2ccccc2)n1C
→ -3% | 5% | 0%
COc1cc(Br)cc2cc(C(=O)N3CCOCC3)c(=O)oc12
→ 3% | 2% | -2%
Cc1ccc(OCC(=O)Nc2ccc(S(=O)(=O)Nc3cc(C)nc(C)n3)cc2)cc1
→ 20% | 3% | -5%
COc1ccccc1CN(C(=O)CNC(=O)c1ccco1)C(C(=O)NCC1CCCO1)c1ccccc1 (stereo not given)
→ 2% | · | -3%
CCOc1nc(SC(C(C)=O)C(=O)Nc2ccccc2)nc(N(C)C)n1 (stereo not given)
→ 5% | 1% | 12%
CCCCN(CC)S(=O)(=O)c1ccc(C(=O)Nc2nnc(CSC)o2)cc1
→ -5% | 11% | -3%
CC(NC(=O)Cc1ccccc1)c1cc2c(cc1Br)OCCCO2 (stereo not given)
→ -8% | 3% | 15%
CCOc1ccc(-c2nnc(NC3=NCCCCC3)o2)cc1
→ 3% | 1% | 12%
CC(=O)NCc1ccc(C(=O)COC(=O)COc2ccc(Cl)c(C)c2)s1
→ -20% | 0% | ·
CC(C)OC(=O)c1c(NC(=O)c2cccc(C(F)(F)F)c2)sc2c1CCCC2
→ 12% | -7%[12.3 µM] | ·
COc1ccc(C(=O)c2c3ccccc3[n+]([O-])n2Cc2ccc(C(N)=O)cc2)cc1
→ ? | 1% | -26%
Cc1cc(C(=O)Oc2ccccc2C(=O)O)c(C)o1
→ -8% | -2% | 19%[2.35 µM]
COC(=O)c1ccc(N(CC(=O)NC2CCCC2)C(=O)c2ccc(C)s2)cc1
→ 14% | · | 6%
CCn1cc(C(=O)NCC(C)C)c(=O)c2cc(F)c(N3CCN(C)CC3)cc21
→ -5% | 0% | -4%
O=C(NCCCn1ccnc1)c1cc([N+](=O)[O-])cc([N+](=O)[O-])c1
→ -7% | -5% | 6%
CC1=C(C(=O)OCc2ccccc2)C(c2ccccc2)NC(=O)N1CCCC(=O)O (stereo not given)
→ -2% | · | -11%
Cc1ccc(C)c(N2CCN(c3nc4ccccc4c4nc(-c5cccnc5)nn34)CC2)c1
→ -2% | 4% | ·
O=C(NC1CC1)C1CCN(C2CCN(C(=O)c3c(F)cccc3Cl)CC2)CC1
→ 8% | 2% | 4%
Nn1c(SCc2ccccc2)nnc1C1CCCCC1
→ 4% | 1% | -2%
Cc1cc(NS(=O)(=O)c2ccc(NC(=S)NC(=O)c3cccnc3)cc2)no1
→ 2% | -1% | -7%
Cc1cccc(NC(=O)CCc2c(C)nc3c(c(C)nn3C(C)(C)C)c2C)c1C
→ -1% | 5% | ·
CC(=O)N1CCN(S(=O)(=O)c2cccc(C(=O)NCc3ccc(F)cc3)c2)CC1
→ -15% | 1% | ·
CC(C)[C@@H](CSc1ccccc1)N1CCN(Cc2ccccc2)CCC1=O
→ -5%&-15% | · | 2%
CO/N=C(/CNC(=O)c1ccc(F)cc1)c1ccc(Cl)cc1
→ 1% | -3% | -9%[12.8 µM]
CC(Oc1cc2oc(=O)c3c(c2cc1Cl)CCC3)C(=O)NCC1CCC(C(=O)O)CC1 (stereo not given)
→ 12% | 2% | -11%
CCOc1ccccc1NC(=O)CCc1c(C)nn(-c2ccc(N3CCOCC3)nn2)c1C
→ -3% | 5% | ·

Later entries:
Every second line gives: FEN1 inhibitor | TDP1 block | N370S GC
COc1cc2c(cc1OC)C(C)N(C(=O)c1sc(-c3cnccn3)nc1C)CC2 (stereo not given)
→ 0% | · | -2%
COC(=O)CCC(=O)OC1(C)C(=O)C=C2C=C(C3CC3)N(Cc3ccc4c(c3)OCO4)C=C2C1=O (stereo not given)
→ -2% | 8%[21 µM] | -3%[12.8 µM]
C/C(CC(=O)Nc1ccc2c(c1)OCCO2)=N\NC(=O)COc1ccccc1
→ 2% | · | -13%
CC(C)Oc1ccc(CNC(=O)c2ccc3c(c2)N(C)C(=O)C2CCCCN32)cc1 (stereo not given)
→ 3% | 3% | ·
OCC#Cc1ncc(C(F)(F)F)cc1Cl
→ 4% | 0% | -3%
FC(F)Sc1ccc(-n2cc(-c3ccc(Cl)cc3)[n+]3c2CCC3)cc1
→ -3% | 8% | 11%
O=S(=O)(Nc1ncccn1)c1ccccc1
→ 1% | 2% | -4%
c1cncc(-c2nc(N3CCCCCC3)c3ccccc3n2)c1
→ -20% | -6% | ?
O=C(CSc1ncn[nH]1)NC1CC2CCC1C2 (stereo not given)
→ -4% | 2% | -1%
CC1N(O)C(C)(C)C(c2ccccc2)=[N+]1[O-] (stereo not given)
→ 1% | 3% | 6%
COc1ccc(N/C=C(\C#N)S(=O)(=O)c2ccc(Cl)cc2)c(OC)c1
→ -13% | · | -5%
Cc1snc(SCc2cccc(Cl)c2)c1C#N
→ -17% | · | -6%
COc1ccc(C(=O)C23CC4CC(C2)CC(C(=O)c2ccc(OC)cc2)(C4)C3)cc1
→ 9% | 5% | 7%
Cc1cc(C)nc(NC(=S)Nc2cccc(F)c2)c1
→ 2% | 5% | ?
NNc1nc(Nc2ccc([N+](=O)[O-])cc2)nc(N2CCCCCC2)n1
→ -27% | -21% | -23%
Cc1cccc(NC(=S)N(Cc2cccs2)Cc2cc3cc(C)cc(C)c3[nH]c2=O)c1
→ 6% | 3% | 3%
O=C(Cc1c(F)cccc1Cl)N/N=C/c1cccnc1
→ 20% | 3% | -10%
CN(C)S(=O)(=O)c1cccn1-c1ncc(C(F)(F)F)cc1Cl
→ 7% | 0% | ·
O=S(=O)(Nc1ccccc1Cl)c1ccc2[nH]c(=S)oc2c1
→ -6% | 5% | 3%
Cc1cc(C(=O)Nc2cccc(C)c2C)c2c(C)nn(-c3cccc(F)c3)c2n1
→ 22% | 0% | ·
CC(C)CN1CCC(=O)N(CCSc2ccc(Br)cc2)CC1
→ 5%&2% | 6%&-4% | -2%&-5%
COc1cccc(NC(=O)CN(C)C(=O)CCN2C(=O)C3CC=CCC3C2=O)c1 (stereo not given)
→ 1% | -1% | -7%
CCCCn1c(N)c(N(CCOC)C(=O)COC(=O)CCOc2ccc(C)cc2)c(=O)[nH]c1=O
→ 2% | 0% | ·
CC(=O)C1=C(C)OC2(O)c3ccccc3C(=O)C12O (stereo not given)
→ 0% | -3% | 0%
COc1cccc(CNC(=O)CC(NC(=O)c2ccccc2)c2ccccc2)c1 (stereo not given)
→ 0% | 1% | 3%
CCN1CCN(C(=O)c2ccc3nc(-c4ccccc4)c(-c4ccccc4)nc3c2)CC1
→ -10% | 2% | -4%
Cc1ccc(S(=O)(=O)N2CCN(c3nc(-c4cnccn4)nc4ccccc34)CC2)cc1
→ 14% | 1% | ·
CC1=CC(C)C(CN(CCC[N+](C)(C)C)C(=O)Nc2ccccc2)C(C)C1 (stereo not given)
→ 12% | 4% | -5%
Cc1nn(-c2ccccc2)c(N2CCCC2)c1/C=N/NC(=S)Nc1ccccc1F
→ 6% | -3% | 4%
CCOc1ccccc1NC(=O)c1cccc2ccccc12
→ -7% | · | -5%

Only N370S GC and FEN1 inhibitor, for some of the entries so far:
compound	N370S GC	FEN1 inhibitor
O=S(=O)(Nc1ccccc1Cl)c1ccc2[nH]c(=S)oc2c1	3%	-6%
Cc1cc(C(=O)Nc2cccc(C)c2C)c2c(C)nn(-c3cccc(F)c3)c2n1	·	22%
CC(C)CN1CCC(=O)N(CCSc2ccc(Br)cc2)CC1	-2%&-5%	5%&2%

(more compounds)
Every second line gives: FEN1 inhibitor | TDP1 block | N370S GC
CCOc1cc2c3c(c1)C1(C(=O)N3C(C)(C)CC2C)C(C#N)=C(N)N2C(=C1C#N)Nc1ccccc12 (stereo not given)
→ 4% | 6% | -12%
O=C1CCC[C@H]2OC12[C@@H](O)CCc1ccccc1 (stereo not given in full)
→ · | 6%[21 µM] | 3%[12.8 µM]
Cc1ccc(/C=N/NC(=O)C2=NNC(c3ccccc3)(c3ccccc3)C2)c(O)c1
→ 0% | 0% | -15%
Cc1cccc(C)c1OCC(=O)Nc1nnc(C2CCCO2)s1 (stereo not given)
→ -1% | -3% | 12%
Cc1nc2ccccc2n1S(=O)(=O)c1ccc(Br)cc1
→ -1% | -5% | 3%

2 of the compounds above, bar-delimited:
SMILES | FEN1 inhibitor | TDP1 block | N370S GC
Cc1ccc(/C=N/NC(=O)C2=NNC(c3ccccc3)(c3ccccc3)C2)c(O)c1 | 0% | 0% | -15%
Cc1cccc(C)c1OCC(=O)Nc1nnc(C2CCCO2)s1 (stereo not given) | -1% | -3% | 12%
